Assay outcomes (PubChem)
p97 ATPase inh: blocks human p97 ATPase activity; P55072; recombinant p97 ATPase, Kinase-Glo ATP luminescence, 3 h; inhibition, % at 8 µM; hit rate 0.42% among 220,000; AID 1481; in the data active means inhibition above about 15%;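 further: 0% = DMSO vehicle and 100% = wells lacking enzyme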
Wee1 stabilizer: human Wee1 degradation inhibition, primary screen | reporter increase, % at 5 µM | HeLa Luc-Wee1K328M stability, luciferase luminescence; 100% = proteasome inhibitor MG132 effect | hit rate 1.2% among 220,000;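 active means activation above the mean of all tested compounds plus 3 SD, set per screening run, cut at about 8.8% in these data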;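 further: cells exposed to compound for 20 h before luminescence read; 0% = DMSO alone and 100% = MG132 at 30 µM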
Furin inhibitor: blocks human furin protease activity | P09958 | purified furin, fluorogenic substrate cleavage | inhibition, % at 30 µM | hit rate 0.061% among 220,000 | AID 463115; in the data active means inhibition above about 25%; further: inactives centre near -15
Thrombin inh: blocks human thrombin protease activity. P00734. alpha-thrombin, Boc-VPR-AMC fluorogenic substrate cleavage. inhibition, % at 5 µM. hit rate 0.26% among 220,000. AID 1046;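 active means inhibition at or above 40%; inactive means inhibition below 40%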;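 further: 0% = enzyme with no compound and 100% = wells without enzyme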
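Assay system: human alpha-thrombin enzyme. Reagent: Boc-VPR-AMC substrate, 15 µM final. Compound dosing: one concentration per compound, 5 µM, with 0.2% DMSO. Incubation: room-temperature reaction. Technique: AMC fluorescence, 355/460 nm. Measure: % inhibition relative to enzyme controls and enzyme-free blanks.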
PERK inhibitor: human PERK inhibition, primary cell-based screen; Q9NZJ5; CHO PERK-DD fusion, SEAP luminescence translation reporter; inhibition, % at 5.6 µM; hit rate 0.17% among 220,000; AID 1416;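 active means inhibition above the mean inhibition of all tested compounds plus 3 SD, set separately per screening campaign, cut at about 2.9% in these data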;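 further: PERK kinase domain activated by AP20187 dimerizer at 100 nM; 0% = DMSO with dimerizer and 100% = rapamycin at 8.4 µM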
KLK5 inh: kallikrein 5 (human) inhibition; Q9Y337; recombinant hK5, fluorogenic AMC substrate cleavage; inhibition, % at 5 µM; hit rate 0.59% among 210,000; AID 873;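 active means inhibition of 40% or more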;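 further: 0% = enzyme controls without compound and 100% = no-enzyme blanks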
Target sequence (Q9Y337 67-293 limits assumed): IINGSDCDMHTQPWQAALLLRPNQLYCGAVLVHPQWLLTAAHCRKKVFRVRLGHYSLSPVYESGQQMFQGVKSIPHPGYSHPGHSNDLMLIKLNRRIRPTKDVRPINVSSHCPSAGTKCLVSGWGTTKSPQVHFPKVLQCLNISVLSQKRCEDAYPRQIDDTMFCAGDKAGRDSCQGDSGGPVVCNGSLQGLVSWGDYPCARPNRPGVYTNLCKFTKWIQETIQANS
FXIIa inh: factor XIIa (human) inhibition. purified FXIIa, Boc-QGR-AMC fluorogenic substrate, 2 h. inhibition, % at 5 µM. P00748. hit rate 0.3% among 220,000; in the data active means inhibition above about 40%;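 further: 0% = enzyme with no compound and 100% = blank without enzyme; many of its hits are not listed in these tables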
Target sequence (P00748 20-372 limits assumed): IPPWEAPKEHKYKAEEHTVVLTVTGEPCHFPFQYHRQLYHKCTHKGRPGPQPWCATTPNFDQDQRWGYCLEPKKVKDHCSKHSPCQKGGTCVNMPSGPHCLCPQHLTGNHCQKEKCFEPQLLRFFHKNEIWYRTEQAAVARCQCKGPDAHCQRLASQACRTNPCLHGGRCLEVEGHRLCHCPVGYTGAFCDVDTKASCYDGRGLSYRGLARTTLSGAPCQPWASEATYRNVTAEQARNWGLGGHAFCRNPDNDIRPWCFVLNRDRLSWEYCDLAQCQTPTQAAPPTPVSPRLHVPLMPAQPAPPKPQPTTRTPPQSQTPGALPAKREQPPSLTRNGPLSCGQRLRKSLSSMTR
Target sequence (P00748 373-615 limits assumed): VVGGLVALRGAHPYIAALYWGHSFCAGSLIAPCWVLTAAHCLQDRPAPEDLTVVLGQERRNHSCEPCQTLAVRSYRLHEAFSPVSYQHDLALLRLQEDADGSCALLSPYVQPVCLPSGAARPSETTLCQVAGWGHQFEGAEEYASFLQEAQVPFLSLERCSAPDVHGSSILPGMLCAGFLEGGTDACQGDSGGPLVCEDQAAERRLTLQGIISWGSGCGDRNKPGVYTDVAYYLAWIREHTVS
FXIa inh 1536: inhibitors of human coagulation factor XIa; inhibition, % at 5 µM; AID 798; purified FXIa, Boc-Glu-Ala-Arg-AMC fluorogenic substrate; hit rate 0.14% among 220,000;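 active means inhibition of at least 40%; inactive means inhibition below 40%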;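 further: fluorescence of freed AMC excited at 355 nm; 0% = enzyme without compound and 100% = no enzyme blank; many of its hits are not listed in these tables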
Cl transport mod: KCC2 (human) Cl- transport modulation; Q9H2X9; KCC2 cells, thallium flux FluoZin-2 fluorescence; B-score of Tl+ flux slope (higher = more flux/activation; lower = inhibition) at 10 µM; hit rate 2.2% among 190,000; AID 1456;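 active means thallium flux slope and its plate-corrected score both differing from the plate sample mean at a set confidence after two filtering rounds, in either direction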;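 further: slope of fluorescence scaled to starting intensity during 10 to 20 s after thallium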
* marks the source's active call; other numbers are inactive results; [ ] = remark or other dose.

What do the screens show for `Cc1cccc(-c2cc3nc4c(c(N5CCC6(CC5)OCCO6)n3n2)CCCC4)c1`?
p97 ATPase inh: 3.4; Wee1 stabilizer: -2.6; Furin inhibitor: -23.2[20 µM]; PERK inhibitor: 0.2; Cl transport mod: -0.0965

What do the screens show for `COc1cc(CNCc2ccccn2)ccc1OCc1ccc(Cl)c(Cl)c1`?
p97 ATPase inh: -8.5; Wee1 stabilizer: 8.8; Furin inhibitor: -11.8; Thrombin inh: -5.7; PERK inhibitor: 0.1; KLK5 inh: 2.9; FXIIa inh: 6.0; FXIa inh 1536: -2.9; Cl transport mod: 3.74

Results for Cc1ccc(N2C(=O)C3NN=C(C(=O)OCc4ccccc4)C3C2=O)cc1 (stereo not drawn) ?
p97 ATPase inh: -0.1; Wee1 stabilizer: -1.8; Furin inhibitor: -11.1; Thrombin inh: -3.3; PERK inhibitor: -0.7; KLK5 inh: -17.1; FXIIa inh: 6.4; FXIa inh 1536: 1.6; Cl transport mod: 0.345

Results for CC(=O)Nc1ccc(/C(C)=N/NS(=O)(=O)c2ccccc2)cc1 ?
p97 ATPase inh: 5.2; Wee1 stabilizer: -0.6; Furin inhibitor: -23.8; Thrombin inh: 0.8; PERK inhibitor: 1.1; KLK5 inh: -16.9; FXIIa inh: 9.9; FXIa inh 1536: 8.5; Cl transport mod: 0.249

Results for CCCSc1nc(N)cc(=O)[nH]1 ?
p97 ATPase inh: 2.5; Wee1 stabilizer: 1.1; Furin inhibitor: -14.6; Thrombin inh: 12.7; PERK inhibitor: 1.1; KLK5 inh: 18.5; FXIIa inh: 11.2; FXIa inh 1536: 0.6; Cl transport mod: -0.215

Results for COC(=O)C1=C(C(=O)OC)[C@@H]2N(C)c3ccc(OC)cc3[C@@]23C[C@@H](C(=O)OC)N(S(=O)(=O)c2ccc(OC)cc2)C3=N1 ?
Furin inhibitor: -9.9; Thrombin inh: -0.8; KLK5 inh: 1.1; FXIIa inh: 3.4; FXIa inh 1536: 1.0; Cl transport mod: 1.44

How did COc1ccc2c(c1OC)C(=O)OC2Nc1nc2ccccc2s1 (stereo not drawn) do in these assays?
p97 ATPase inh: 9.1; Wee1 stabilizer: 0.2; Furin inhibitor: -7.3; Thrombin inh: -1.0; PERK inhibitor: 0.7; KLK5 inh: -3.6; FXIIa inh: 1.5; FXIa inh 1536: -0.7; Cl transport mod: -0.00295

How did COc1ccc(N(CC(=O)NC2CCCC2)C(=O)Cn2nnc(-c3ccc(F)cc3)n2)cc1OC do in these assays?
p97 ATPase inh: -0.9; Wee1 stabilizer: -0.8; Furin inhibitor: -7.5; Thrombin inh: 2.8; PERK inhibitor: -1.2; KLK5 inh: 1.1; FXIIa inh: 16.9; FXIa inh 1536: 5.0

How did CC1(C)CC(NC(=O)c2sc3cc(Cl)ccc3c2Cl)CC(C)(C)N1 do in these assays?
p97 ATPase inh: -3.4; Wee1 stabilizer: 5.3; Furin inhibitor: -22.1; Thrombin inh: -3.9; PERK inhibitor: -0.9; KLK5 inh: 0.0; FXIa inh 1536: -2.8; Cl transport mod: 0.74

What do the screens show for `O=C(NNc1c(F)c(F)cc(F)c1F)c1cc2ccccc2oc1=O`?
p97 ATPase inh: 6.8; Wee1 stabilizer: -0.6; Furin inhibitor: -12.4; Thrombin inh: 4.4; PERK inhibitor: 0.8; KLK5 inh: 2.4; FXIIa inh: 1.0; FXIa inh 1536: -6.9; Cl transport mod: 0.6

Results for C/C(=N\OCC(=O)Nc1ccccc1C(=O)O)c1cccs1 ?
p97 ATPase inh: 3.9; Wee1 stabilizer: 0.2; Furin inhibitor: -18.9; Thrombin inh: -4.5; PERK inhibitor: 1.1; FXIIa inh: 4.1; FXIa inh 1536: -2.4; Cl transport mod: -1.54

What do the screens show for `CC(=O)c1ccc(NC(=O)CO/N=C(\C)c2cccs2)cc1`?
p97 ATPase inh: 9.2; Wee1 stabilizer: -2.2; Furin inhibitor: -15.1; Thrombin inh: 0.6; PERK inhibitor: 0.8; KLK5 inh: -22.3; FXIIa inh: 9.2; FXIa inh 1536: 5.8; Cl transport mod: -0.294

Results for O=C1N(Cc2ccc(F)cc2)CCN1c1ccc(F)cc1 ?
p97 ATPase inh: 3.0; Wee1 stabilizer: 5.6; Furin inhibitor: -12.1; Thrombin inh: -2.8; PERK inhibitor: -0.4; FXIIa inh: 7.6; FXIa inh 1536: -0.4; Cl transport mod: -3.34*

Results for COP(=O)(OC)c1nc(-c2cccc3ccccc23)oc1NCc1ccccc1 ?
p97 ATPase inh: 0.3; Wee1 stabilizer: 0.1; Furin inhibitor: -99.3; Thrombin inh: -14.8; PERK inhibitor: 0.3; KLK5 inh: -74.0; FXIIa inh: -6.1; FXIa inh 1536: 0.5; Cl transport mod: -1.02

Results for CCOC(=O)c1cc(C(=O)c2cccs2)n2ccc(C(C)=O)cc12 ?
p97 ATPase inh: 2.0; Wee1 stabilizer: -0.9; Furin inhibitor: -15.2[20 µM]; Thrombin inh: 1.6; PERK inhibitor: -0.1; KLK5 inh: 5.9; FXIIa inh: 12.7; FXIa inh 1536: 8.2; Cl transport mod: 0.608

What do the screens show for `O=C(CSc1nnc(-c2ccc(S(=O)(=O)N3CCCC3)cc2)o1)NCc1ccco1`?
p97 ATPase inh: 6.0; Wee1 stabilizer: 3.4; Furin inhibitor: -12.7; Thrombin inh: 4.7; PERK inhibitor: -0.1; KLK5 inh: -6.1; FXIIa inh: 9.9; FXIa inh 1536: -2.6; Cl transport mod: 1.07

How did O=C(c1ccc(Cl)c(S(=O)(=O)Nc2ccc(F)cc2)c1)N1CCN(c2ccccn2)CC1 do in these assays?
p97 ATPase inh: -2.5; Wee1 stabilizer: 0.0; Furin inhibitor: -10.3[20 µM]; Thrombin inh: 0.4; PERK inhibitor: -0.2; KLK5 inh: -7.1; FXIIa inh: 3.2; FXIa inh 1536: -5.8; Cl transport mod: -1.35

How did CC(=O)N1CCc2cc(C(=O)CN3CCC(C)CC3)ccc21 do in these assays?
p97 ATPase inh: -0.8; Wee1 stabilizer: -0.4; Furin inhibitor: -28.7; Thrombin inh: 8.7; PERK inhibitor: 0.1; KLK5 inh: -2.9; FXIIa inh: 11.1; FXIa inh 1536: 4.7

Results for CC(C)NCC(O)(c1ccc(Cl)cc1)c1ccc(Cl)cc1 ?
p97 ATPase inh: 6.4; Wee1 stabilizer: 3.5; Furin inhibitor: -24.5; Thrombin inh: -16.0; PERK inhibitor: 0.1; KLK5 inh: -2.0; FXIIa inh: 2.0; FXIa inh 1536: -4.5

How did O=C(NC1CCCCCCC1)C1CCN(S(=O)(=O)N2CCC3(CC2)OCCO3)CC1 do in these assays?
p97 ATPase inh: 1.8; Wee1 stabilizer: -1.3; Furin inhibitor: -27.0; Thrombin inh: 1.0; PERK inhibitor: 0.3; KLK5 inh: 2.7; FXIIa inh: 2.8; FXIa inh 1536: 4.4

Results for CCOC(=O)COc1ccc2c(c1)C(=O)CC1(CCCCC1)O2 ?
p97 ATPase inh: -1.4; Wee1 stabilizer: -2.1; Furin inhibitor: -4.4[20 µM]; Thrombin inh: -2.5; PERK inhibitor: -0.1; KLK5 inh: -14.8; FXIIa inh: 24.8; FXIa inh 1536: 16.9; Cl transport mod: 0.251

What do the screens show for `CCN(CC)c1ccc(/C=C(\C#N)c2ccccn2)cc1`?
p97 ATPase inh: -3.9; Wee1 stabilizer: -4.1; Furin inhibitor: -1.6; Thrombin inh: -1.6; PERK inhibitor: -0.1; KLK5 inh: -9.1; FXIIa inh: 12.4; FXIa inh 1536: 7.0; Cl transport mod: -0.553

What do the screens show for `CON(c1nc(N(C)C)nc(N(C)C)n1)S(=O)(=O)c1ccccc1Cl`?
p97 ATPase inh: 2.8; Wee1 stabilizer: 0.3; Furin inhibitor: -14.7[20 µM]; Thrombin inh: -3.6; PERK inhibitor: -0.3; KLK5 inh: -1.9; FXIIa inh: 8.8; FXIa inh 1536: 2.8; Cl transport mod: -0.257

How did CCOC(=O)c1c(C)[nH]c(C(=O)NNC(=O)c2ccc(C(C)(C)C)cc2)c1C do in these assays?
p97 ATPase inh: 5.1; Wee1 stabilizer: 0.3; Furin inhibitor: -26.3; Thrombin inh: -2.6; PERK inhibitor: -0.7; KLK5 inh: -0.9; FXIIa inh: 16.1; FXIa inh 1536: 7.0; Cl transport mod: -1.93

What do the screens show for `COc1ccc2cc(C(=O)C3CCCN(C(=O)CCc4cnn(C)c4)C3)ccc2c1` (stereo not drawn)?
p97 ATPase inh: 1.1; Wee1 stabilizer: -2.1; Furin inhibitor: -52.2; Thrombin inh: -4.3; PERK inhibitor: 0.1; KLK5 inh: 10.1; FXIIa inh: 7.5; FXIa inh 1536: -6.0

Results for CN(C)/C=N/c1sccc1C(N)=O ?
p97 ATPase inh: -0.6; Wee1 stabilizer: -1.6; Furin inhibitor: -15.3; Thrombin inh: -1.2; PERK inhibitor: 1.3; KLK5 inh: -17.4; FXIIa inh: 7.2; FXIa inh 1536: -6.3; Cl transport mod: 0.315

What do the screens show for `CCOc1c(Nc2ccc(C(C)C)cc2)c(=O)c1=O`?
p97 ATPase inh: 0.6; Wee1 stabilizer: 1.2; Furin inhibitor: -17.2; Thrombin inh: 0.2; PERK inhibitor: 1.1; KLK5 inh: 1.7; FXIIa inh: 6.6; FXIa inh 1536: -0.8; Cl transport mod: -0.72

How did Cc1ccccc1CSCC(=O)NCCSc1ccccn1 do in these assays?
p97 ATPase inh: 2.2; Wee1 stabilizer: 2.6; Furin inhibitor: -8.9; Thrombin inh: -6.2; PERK inhibitor: -0.6; KLK5 inh: -3.4; FXIIa inh: 3.0; FXIa inh 1536: -3.9

How did COc1ccccc1C(=O)Nc1nnc(C)s1 do in these assays?
p97 ATPase inh: 4.2; Wee1 stabilizer: 0.8; Furin inhibitor: -14.8[20 µM]; Thrombin inh: -6.5; PERK inhibitor: 1.0; KLK5 inh: -17.1; FXIIa inh: -6.8; FXIa inh 1536: -3.9; Cl transport mod: -0.837

Results for COc1cc(C2C(C#N)=C(N)OC3=C2C(=O)CCC3)ccc1OC(=O)N1CCOCC1 (stereo not drawn) ?
p97 ATPase inh: 2.4; Wee1 stabilizer: -2.1; Furin inhibitor: -16.6[20 µM]; Thrombin inh: 1.7; PERK inhibitor: 0.5; KLK5 inh: -4.5; FXIIa inh: 10.9; FXIa inh 1536: 0.8; Cl transport mod: 0.963

What do the screens show for `O=C(CSCc1ccco1)Nc1cc(C(F)(F)F)ccc1N1CCOCC1`?
p97 ATPase inh: 1.6; Wee1 stabilizer: -2.3; Furin inhibitor: -6.6; Thrombin inh: 4.0; PERK inhibitor: -1.1; KLK5 inh: -18.1; FXIIa inh: 19.3; FXIa inh 1536: 7.3; Cl transport mod: -0.259

Results for CCCNc1c(N)c(=O)c1=O ?
p97 ATPase inh: 0.3; Wee1 stabilizer: -1.1; Furin inhibitor: -13.7; Thrombin inh: -1.8; PERK inhibitor: 1.6; KLK5 inh: -0.2; FXIIa inh: 9.5; FXIa inh 1536: 0.0; Cl transport mod: 0.441

How did CCOC(=O)C1CCCN(C(=O)C2CC(=O)N(c3ccc(C)cc3)C2)C1 (stereo not drawn) do in these assays?
p97 ATPase inh: -1.2; Wee1 stabilizer: 0.0; Furin inhibitor: -25.0[20 µM]; Thrombin inh: 0.6; PERK inhibitor: 1.0; KLK5 inh: 7.3; FXIIa inh: 10.9; FXIa inh 1536: -3.1; Cl transport mod: -0.337
